High-throughput results deposited in PubChem by several laboratories.
PKA-R2B act – activators of PKA-R2B holoenzyme, primary screen, biochemical, fluorescence polarization, Cy5-IP20, human; AID 504700, 2011; 0.079% of 340,000 active; PKA-R2B holoenzyme dissociation; R2B truncated from residue 108, S112A mutant; 0% DMSO only, 100% 113 µM cGMP; activation, % at 11.4 µM;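 active = activation above a cutoff set at the mean over all compounds plus 3 SD, cut at about 18% in these data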;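 also: higher means more holoenzyme dissociation and a rise in polarization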
Target sequence (P31323 whole entry, looked up, other chains not shown, the tested form may be a part): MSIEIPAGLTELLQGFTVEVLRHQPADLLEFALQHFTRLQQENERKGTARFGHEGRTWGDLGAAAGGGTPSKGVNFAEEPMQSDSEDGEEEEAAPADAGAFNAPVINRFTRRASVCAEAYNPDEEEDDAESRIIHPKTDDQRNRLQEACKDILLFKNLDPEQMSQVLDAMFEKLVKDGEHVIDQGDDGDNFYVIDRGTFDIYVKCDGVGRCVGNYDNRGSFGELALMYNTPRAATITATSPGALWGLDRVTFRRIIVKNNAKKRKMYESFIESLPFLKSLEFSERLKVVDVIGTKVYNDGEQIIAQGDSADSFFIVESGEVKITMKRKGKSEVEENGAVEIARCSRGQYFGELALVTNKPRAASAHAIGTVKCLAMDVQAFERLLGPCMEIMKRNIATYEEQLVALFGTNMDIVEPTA
C-LANA FP – inhibitors of KSHV C-LANA binding to DNA, primary screen, biochemical, fluorescence polarization, FAM-LBS DNA, MBP-C-LANA, single point; Kaposi's sarcoma herpesvirus LANA C-terminal domain (residues 932-1162) DNA binding; inhibition, % at 9 µM; 0.078% of 340,000 active; AID 504423, 2011;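 active = highest replicate inhibition at or above 60% at 9 µM, even if other replicates fall short; inactive = all replicates below 60% inhibition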;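 also: 0% = neutral control wells and 100% = 4 µM acridine orange control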
SR-BI HDL uptake – inhibitors of SR-BI mediated HDL lipid uptake, primary screen, ldlA[mSR-BI] cells, fluorescence, single point. ldlA[mSR-BI] CHO cells, DiI-HDL uptake fluorescence, 3 h. AID 488896, 2010. inhibition, % at 12.5 µM. 0.96% of 320,000 active;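 active = mean replicate inhibition of at least 70% and a set share of replicates each scoring 70 or more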;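 also: 0% = median of neutral control wells and 100% = median of positive control wells; values of inactives mirror those of a sister screen read the other way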
Target sequence (Q61009 whole entry, looked up): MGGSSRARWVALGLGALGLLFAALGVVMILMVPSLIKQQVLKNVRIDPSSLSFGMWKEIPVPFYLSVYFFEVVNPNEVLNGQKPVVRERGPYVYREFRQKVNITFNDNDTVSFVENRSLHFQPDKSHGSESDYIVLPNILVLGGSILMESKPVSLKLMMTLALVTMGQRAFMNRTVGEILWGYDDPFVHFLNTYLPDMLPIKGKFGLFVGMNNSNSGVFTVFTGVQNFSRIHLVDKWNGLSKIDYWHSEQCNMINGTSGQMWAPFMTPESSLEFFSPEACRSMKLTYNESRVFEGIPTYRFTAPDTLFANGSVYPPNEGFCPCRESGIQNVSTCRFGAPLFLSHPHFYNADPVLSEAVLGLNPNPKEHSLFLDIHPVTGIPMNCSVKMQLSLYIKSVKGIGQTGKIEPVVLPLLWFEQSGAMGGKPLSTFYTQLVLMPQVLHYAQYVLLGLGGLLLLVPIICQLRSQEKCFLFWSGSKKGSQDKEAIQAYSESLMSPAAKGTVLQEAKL
Keap1 Nrf2 FP – Keap1-Nrf2 protein-protein interaction inhibitors, primary screen, biochemical, fluorescence polarization, single point | Kelch-like ECH-associated protein 1 (Homo sapiens), Q14145 | Keap1 Kelch-Nrf2 peptide fluorescence polarization, 1536-well | inhibition, % at 9.4 µM | 0.15% of 340,000 active; in the data active = inhibition above about 12%;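 also: human Keap1 Kelch domain with fluorescein labeled Nrf2 9mer peptide probe; 0% = neutral control wells and 100% = peptide positive control; higher means more block of Keap1 binding to Nrf2 peptide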
NSD2 inh – NSD2 histone methyltransferase inhibitors, primary screen, biochemical, AlphaScreen, single concentration, set 2; Histone-lysine N-methyltransferase NSD2 (Homo sapiens), O96028; NSD2 peptide methylation, 120 min; inhibition, % at 12.5 µM; 0.54% of 310,000 active; AID 743445, 2014; in the data active = inhibition above about 50%
PvdQ inh – P. aeruginosa PvdQ acylase inhibitors, primary screen, biochemical, fluorescence, plate reader and imaging, single point; PvdQ acylase [Pseudomonas aeruginosa LESB58]; purified PvdQ acylase; inhibition, % at 10 µM; 0.063% of 340,000 active; in the data active = inhibition above about 30%, passing the limit was not always enough;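 also: 0% = vehicle neutral wells and 100% = reference inhibitor wells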
RTF Ca sens inh – cardiac RTF calcium sensitivity inhibitors, primary screen, biochemical, IANBD-TnC fluorescence, EC70 calcium; AID 493244, 2011; 0.12% of 340,000 active; IANBD-labeled cardiac RTF, Ca2+ fluorescence; inhibition, % at 7.15 µM;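 active = inhibition above the mean inhibition of all tested compounds plus 3 SD, cut at about 17% in these data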;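 also: assay run at fixed EC70 calcium of 1.6 mM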
Arr AP2 block – inhibitors of beta-arrestin/AP2 binding, primary screen, biochemical, GPCR trafficking, flow cytometry | FITC-arrestin peptide / GST-AP2 beads; AP2 beta2 appendage carries R879A mutation | inhibition, % at 10 µM | AID 504490, 2011 | beta-arrestin 1 C-terminal peptide binding to AP2 beta2-adaptin appendage (human) | 0.31% of 340,000 active;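 active = inhibition above a set limit, near 3 SD of compounds lacking own fluorescence, cut at about 54% in these data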;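 also: plate controls were DMSO wells for no effect and 5 µM unlabelled arrestin peptide for full effect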
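System: GST-AP2 R879A glutathione beads | Also added: FITC-arrestin peptide, 50 nM | Times: 12 min plus 1 h, RT | Signal: Bead flow cytometry, FITC channel | Buffer or medium: PBS with 0.05% Tween 20 and 0.1% BSA | Read-out basis: Percent drop in bead-associated FITC signal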
SR-BI DiI-HDL act – activators of SR-BI mediated DiI-HDL uptake, primary screen, ldlA[mSR-BI] CHO cells, DiI fluorescence; AID 504775, 2011; 0.096% of 320,000 active; activation, % at 12.5 µM; 3 h; 100 = double the neutral-control signal;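 active = mean replicate activation of at least 60% and every replicate at or above 60%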;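 also: 0% = median plate neutral-control signal and 100% = twice that signal; values of inactives mirror those of a sister screen read the other way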
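Material: SR-BI-overexpressing, LDLR-lacking CHO cells | Dosing: Single compound concentration, delivered by pin transfer | Probe or stimulus: Labelled HDL, 10 µg/mL | Signal: Bottom-read cell fluorescence after medium removal, ex 550/em 595 nm | Schedule: 3 h, 37 °C | Evaluation: HDL uptake via cellular fluorescence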
DAGLB inhibitor – DAGLB lipase inhibitors, primary screen, biochemical, fluorescence, HTS | Diacylglycerol lipase-beta (Homo sapiens), Q8NCG7 | AID 504411, 2011 | 0.059% of 340,000 active | inhibition, % at 5.17 µM | HEK293T DAGLB membrane lysate, EnzChek fluorogenic substrate; in the data active = inhibition above about 34%;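 also: 0% = enzyme with vehicle and 100% = wells lacking enzyme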
* = called active by the depositor; x = no result given.

SMILES | PKA-R2B act | C-LANA FP | SR-BI HDL uptake | Keap1 Nrf2 FP | NSD2 inh | PvdQ inh | RTF Ca sens inh | Arr AP2 block | SR-BI DiI-HDL act | DAGLB inhibitor
CC(NC(=O)c1ccc(F)cc1)c1ccc2c(c1)CCCC2 (configuration not stated) | -1 | -0.5 | -9 | 0 | -1 | -16 | -10 | -8 | 9 | -11
CC(C)NC(=O)c1cc(-c2ccco2)on1 | -4 | 0.7 | -1 | -12 | x | -4 | -5 | 0 | 1 | 0
COc1ccc(N2CCN(S(=O)(=O)c3ccc4c(c3)OCCO4)CC2)cc1 | -9 | 0.8 | -25 | -2 | -1 | -3 | -5 | -3 | 25 | -2
Cc1ccc([C@@H]2[C@@H]3C(=O)N(c4ccccc4)C(=O)[C@@H]3[C@]3(C)C(=O)N(Cc4ccccc4)CC(=O)N23)o1 | -5 | 0.2 | 2 | -2 | x | 15 | 3 | 9 | -2 | 0
COc1cccc(C(=O)NCCS(=O)(=O)NCc2cccnc2)c1 | 4 | 1.2 | -13 | -2 | -2 | -9 | -6 | -9 | 13 | 2
COc1cc(/C=N/N(C)C)ccc1OC(=O)c1ccco1 | -4 | -1.8 | 3 | -3 | 3 | -10 | -16 | 2 | -3 | -1
Cc1cccc(N2CC34C=CC(O3)C(C(=O)O)C4C2=O)c1 (configuration not stated) | -6 | 0.9 | 1 | 0 | 0 | -8 | 0 | 1 | -1 | 0
COC(=O)c1cc(-c2cccc(OC)c2)on1 | -8 | -0.1 | -35 | 0 | 0 | 47* | -4 | 4 | 35 | -5
C#CCOC(=O)CCCC(=O)NCCCCCCCC | 10 | 1.6 | 8 | 4 | -5 | 4 | -12 | 13 | -8 | -1
Cc1cc(C(=O)CCC(=O)NCC2COc3ccccc3O2)c(C)s1 (configuration not stated) | -13 | -2.3 | -30 | 0 | 1 | 8 | 9 | 23 | 30 | -2
O=C(c1ccc2c(=O)n3c(nc2c1)CCC3)N1CCN(S(=O)(=O)c2cccc(F)c2)CC1 | 7 | -2.5 | -40 | 5 | 1 | -6 | -16 | 30 | 40 | 1
Nc1nc2n(n1)C(c1ccccc1Cl)CC(c1ccc(F)cc1)N2 (configuration not stated) | 1 | -3.1 | 11 | -3 | x | 1 | -5 | 10 | -11 | 7

Complete entries from above. Values in the order: PKA-R2B act, C-LANA FP, SR-BI HDL uptake, Keap1 Nrf2 FP, NSD2 inh, PvdQ inh, RTF Ca sens inh, Arr AP2 block, SR-BI DiI-HDL act, DAGLB inhibitor
Record of Cc1cccc(N2CC34C=CC(O3)C(C(=O)O)C4C2=O)c1 (configuration not stated) = -6, 0.9, 1, 0, 0, -8, 0, 1, -1, 0
Record of COc1cc(/C=N/N(C)C)ccc1OC(=O)c1ccco1 = -4, -1.8, 3, -3, 3, -10, -16, 2, -3, -1
Record of Nc1nc2n(n1)C(c1ccccc1Cl)CC(c1ccc(F)cc1)N2 (configuration not stated) = 1, -3.1, 11, -3, x, 1, -5, 10, -11, 7
Record of Cc1cc(C(=O)CCC(=O)NCC2COc3ccccc3O2)c(C)s1 (configuration not stated) = -13, -2.3, -30, 0, 1, 8, 9, 23, 30, -2
Record of C#CCOC(=O)CCCC(=O)NCCCCCCCC = 10, 1.6, 8, 4, -5, 4, -12, 13, -8, -1

Further compounds follow:
SMILES | PKA-R2B act | C-LANA FP | SR-BI HDL uptake | Keap1 Nrf2 FP | NSD2 inh | PvdQ inh | RTF Ca sens inh | Arr AP2 block | SR-BI DiI-HDL act | DAGLB inhibitor
COCCn1c(SCC(=O)Nc2ccc3[nH]c(=O)[nH]c3c2)nc2ccccc21 | -6 | -0.5 | 21 | 0 | 0 | -16 | -10 | -2 | -21 | 1
O=S(=O)(c1ccc(Cl)s1)N1CCCc2cccc(O)c21 | 4 | -0.2 | 24 | -1 | 2 | -12 | -12 | -9 | -24 | -6
O=C(CCCOc1ccc(Cl)cc1)N1CCOCC1 | 0 | -1.2 | 1 | -5 | 0 | -8 | 9 | 1 | -1 | -1
Cc1cccc(OCCc2c(C)[nH]c(=S)[nH]c2=O)c1 | -3 | 2.7 | 9 | 0 | -3 | -17 | 2 | -6 | -9 | 0
COC(=O)c1c(NC(C)=O)sc(Cc2ccccc2)c1C | -19 | 0.5 | 23 | 3 | 4 | -1 | -1 | 12 | -23 | -1
CN1CCC(N(C)C(=O)/C(C#N)=C/c2ccccc2)CC1 | 11 | -1.0 | x | -13 | 6 | -14 | -6 | -7 | x | -6
CC(C)(C)C(=O)NC(=S)NNC(=O)c1sc2ccccc2c1Cl | 0 | 0.3 | 10 | 0 | -1 | 3 | 8 | 0 | -10 | 1
CNC(=O)CCc1[nH]c2ccccc2c1Sc1ccccc1 | -9 | 1.2 | -5 | 6 | -1 | -16 | -11 | -5 | 5 | 3
CN(Cc1ccccc1)C(NC(=O)c1ccco1)C(Cl)(Cl)Cl (configuration not stated) | 0 | 1.8 | -4 | -6 | 0 | -12 | -6 | 9 | 4 | 0
O=C(O)/C=C/C(=O)Nc1ccc(-c2ccccc2)cc1 | 5 | -0.5 | -13 | 5 | 14 | 5 | -7 | 22 | 13 | -4
O=C(COc1cccc(F)c1)Oc1ccc(C(=O)c2ccccc2)cc1 | -13 | -1.7 | -28 | 0 | -2 | -1 | -5 | -13 | 28 | -1
CCOc1ccc(S(=O)(=O)N2CCN(c3ccccc3F)CC2)c2cccnc12 | -10 | 0.5 | 17 | -5 | -1 | 3 | 2 | 2 | -17 | 0
O=C(Nc1ccc(NC(=O)c2ccc3c(c2)OCCO3)cc1)c1ccccc1 | 0 | 1.1 | 66 | -7 | -6 | -18 | -3 | 2 | -66 | 6
NC(=O)C1CCCN(C(=O)c2cccc(NC(=O)c3cccs3)c2)C1 (configuration not stated) | 1 | -0.9 | -4 | -6 | -3 | -12 | -5 | -1 | 4 | -2
Cc1cc(OCC(=O)NCC(C)C)cc(C)c1Br | -7 | 0.9 | 16 | 1 | -4 | -1 | -3 | -3 | -16 | -4
CN(c1ccccc1)S(=O)(=O)c1cccc2ccccc12 | 1 | 3.0 | x | -6 | -10 | -14 | -5 | -17 | x | -2
Cc1ccc(C)c(N2CCN(C(=O)CCn3c(=S)[nH]c4cc5c(cc4c3=O)OCO5)CC2)c1 | 6 | 0.0 | 27 | -4 | 0 | -15 | 0 | -10 | -27 | 1
CCn1ccnc1CN(C)C(=O)c1ccc2nc(Cc3ccc(OC)cc3)oc2c1 | 4 | 0.7 | -4 | -2 | -6 | -12 | -5 | 4 | 4 | 1
O=C(/C=C/c1ccccc1Cl)N(Cc1ccc(Cl)cc1)C1CCS(=O)(=O)C1 (configuration not stated) | -1 | 0.1 | 23 | -2 | -3 | -12 | 7 | 1 | -23 | 0
COC(=O)C1CCCCN1C(=O)c1cc(COc2cccc3cccnc23)on1 (configuration not stated) | -7 | 1.3 | -8 | -2 | 0 | -3 | -5 | 27 | 8 | -1
CCOc1ccc(-n2c(=O)c3sccc3n(CC(=O)Nc3cccc(OC)c3)c2=O)cc1 | -11 | -0.2 | x | -8 | -7 | -13 | -3 | 3 | x | 0
Cc1ccc(C)c(NC(=S)NC(NC(=O)Cc2cccc3ccccc23)C(Cl)(Cl)Cl)c1 (configuration not stated) | 4 | 0.9 | 44 | 0 | x | -10 | -3 | -12 | -44 | 1
CCc1nnc(NC(=O)c2cc([N+](=O)[O-])ccc2N2CCOCC2)s1 | 1 | 0.5 | -13 | 5 | -1 | -6 | -13 | -9 | 13 | -4
O=[N+]([O-])c1ccc(O)c(C=Nc2cccc3ncccc23)c1 | 4 | -0.6 | 5 | -3 | 5 | 7 | 4 | 9 | -5 | 5
CCC1CN(C(=O)NCc2ccccc2)c2cc(C)ccc2O1 (configuration not stated) | -1 | 1.2 | 14 | 2 | 3 | -17 | -2 | 6 | -14 | -7
COc1cc(CNc2ccc(CNc3ncn[nH]3)cc2)ccc1OCc1ccccc1 | -4 | -1.6 | 52 | -1 | 1 | -8 | 10 | -1 | -52 | 1
CN1C(=O)C(C)(C)c2cc(S(=O)(=O)NCc3ccc(Cl)cc3)ccc21 | -4 | 0.0 | 24 | -5 | x | -10 | -2 | 2 | -24 | 0
COc1ccccc1Cn1c(=S)[nH]c2ccc(Br)cc2c1=O | -7 | 0.0 | 10 | -1 | 2 | 0 | -7 | 6 | -10 | -3
Cc1ccc(Cl)cc1NC(=O)c1cc(NC(=O)CCCC(=O)O)ccc1N1CCCCC1 | -1 | 0.1 | -14 | 4 | 1 | -8 | -8 | -1 | 14 | 2
Cc1ccc(N2CCN(CCCN3C(=O)C4CCCN4C3=O)CC2)cc1 (configuration not stated) | -5 | -0.5 | -6 | -3 | 4 | -9 | -6 | 6 | 6 | 0
O=C(CN1CCN(Cc2ccccc2)CC1)N/N=C/c1ccco1 | 3 | -0.8 | 1 | -3 | 1 | -10 | -1 | 29 | -1 | -1
CC(OC(=O)c1ccco1)C(=O)Nc1nc(-c2ccccc2)cs1 (configuration not stated) | -12 | -0.8 | 9 | 5 | -1 | -8 | 4 | -8 | -9 | -1
CC(C)C(=O)Nc1ccc(NC(=S)NC(=O)c2ccc([N+](=O)[O-])cc2)cc1 | 5 | -1.8 | 39 | -2 | -1 | -7 | 5 | -5 | -39 | 1
COc1ccc(OC)c(S(=O)(=O)N2CCCC(C(=O)NCCc3ccccc3)C2)c1 (configuration not stated) | -9 | -0.6 | -14 | -2 | 1 | -9 | -2 | 0 | x | -1
CN(C)/C=C/c1[nH]c(=O)[nH]c(=O)c1[N+](=O)[O-] | -12 | 0.9 | -16 | -1 | 2 | -1 | -8 | -11 | 16 | 1
CC[C@]12c3[nH]c4ccccc4c3CCN1C(=O)C(CC(=O)NCC13CC4CC(CC(C4)C1)C3)C[C@@H]2C(=O)N1CCN(C(=O)C2CC2)CC1 (some centres not stated) | 6 | -1.8 | -3 | -4 | x | -21 | -5 | -7 | 3 | 4
O=C(NCCCCc1ccccc1)c1ccccc1 | -6 | 0.4 | -11 | -2 | -3 | 9 | 5 | 15 | 11 | -2
CC(=O)c1cc2c(cc1NS(=O)(=O)c1ccccc1Br)OCO2 | -4 | 0.0 | x | 0 | 0 | -17 | -8 | -2 | x | -4
